hgDAF12 agonist – activates the H. glycines DAF-12 receptor ligand-binding domain. HEK293 GAL4-hgDAF12 UAS-luciferase reporter, agonist luminescence; normalized to butyrate control. activation, % at 6.8 µM. 370,000 tested, 1.8% active. AID 687014;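 active = activation above a cutoff set at the mean of all screened compounds plus 3 SD, cut at about 10% in these data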;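 also: 0% = DMSO wells and 100% = sodium butyrate wells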
ssDAF-12 act – activators of S. stercoralis DAF-12 nuclear receptor; HEK293 ssDAF-12/GRIP1 lit1-tk-luc reporter, luminescence; % of 3 µM dafachronic acid response; AID 652126; 370,000 tested, 1% active; activation, % at 6.8 µM;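 active = activation above the mean over all tested compounds plus 3 SD, cut at about 0.9% in these data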;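 also: 0% = DMSO-only wells and 100% = 3 µM delta7-dafachronic acid wells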
sPLA2-III inh – Inhibits HGIII-sPLA2 liposome hydrolysis, primary screen. QFRET BODIPY PC-A2 liposome hydrolysis, fluorescence. Q9NZ20. 370,000 tested, 0.56% active. inhibition, % at 12.2 µM. AID 743126;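 active = inhibition above mean plus 3 SD of compounds lying within the high and low control bounds, cut at about 19% in these data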;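 also: 0% = median of test compound wells and 100% = no enzyme DMSO wells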
DAX1 inh-1 – inhibits human nuclear receptor DAX1 | 340,000 tested, 0.99% active | AID 504766 | P51843 | HEK293 Gal4-DAX1 luciferase reporter, luminescence | inhibition, % at 6.75 µM;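 active = inhibition above the mean over all tested compounds plus 3 SD, cut at about 4.2% in these data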;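 also: 0% = DAX1-transfected cells with DMSO and 100% = empty-vector control cells with DMSO; inhibition shows as a rise in luminescence from relieved DAX1 repression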
hcDAF-12 act – activators of H. contortus DAF-12 nuclear receptor | HEK293 hcDAF-12 lit1-tk-luc reporter, luminescence; 0% DMSO, 100% Δ7-dafachronic acid | activation, % at 6.8 µM | 370,000 tested, 1.4% active | AID 652067;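 active = activation above the mean of all tested compounds plus 3 SD, cut at about 5.5% in these data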;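 also: 100% = response to 3 µM Δ7-dafachronic acid high control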
proKLK7 act – activators of human kallikrein-7 zymogen; 370,000 tested, 0.9% active; purified proKLK7, EDANS-DABCYL substrate fluorescence; 100% is mature enzyme control, 0% vehicle; AID 652039; P49862; activation, % at 7 µM;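 active = activation above the mean of all tested compounds plus 3 SD, computed per campaign excluding outliers beyond control limits, cut at about 13% in these data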
SMARCA2 activ – activators of SMARCA2 function | MG213 cells, MMTV-luciferase reporter, dexamethasone, overnight | activation, % at 9.1 µM | 370,000 tested, 1% active; in the data active = activation above about 7.8%;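 also: 0% = vehicle wells and 100% = reference activator wells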
NPR1 activator – GC-A (human) enzyme activation | 370,000 tested, 0.14% active | AID 1671463 | HEK293 GC-A cells, cGMP TR-FRET, EC30 ANP; 0% at EC30 ANP, 100% saturating ANP | activation, % at 10 µM | P16066; in the data active = activation above about 40%
DAX1 inh-2 – blocks DAX1 repression of SF-1 activated StAR promoter; AID 652010; HEK293T StAR-luciferase reporter, SF-1/DAX-1 repression relief; inhibition, % at 6.8 µM; 370,000 tested, 1.1% active;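 active = inhibition above the mean over all tested compounds plus 3 SD, cut at about 3.6% in these data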;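 also: 0% = DAX-1 cells with DMSO and 100% = cells lacking DAX-1 with DMSO; higher inhibition means more luminescence from relief of DAX-1 repression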
GAA850 FXN act – activators of GAA850 frataxin (FXN) promoter; HEK293 lucGAA850 FXN promoter luciferase reporter, 24 h; percent of 10 µM SAHA response; activation, % at 6 µM; 360,000 tested, 0.56% active; AID 540364;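 active = activation above the average of all compounds screened plus 3 SD, cutoff fixed separately per campaign, cut at about 7.5% in these data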;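 also: 0% = DMSO wells and 100% = 10 µM SAHA wells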
GC-B act – GC-B (human) receptor activation. HEK293-GC-B cells, CNP EC30, cGMP TR-FRET; 0% at EC30 CNP, 100% saturating CNP. activation, % at 10 µM. 370,000 tested, 0.11% active. AID 1920062;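 active = activation at 10 µM reaching about 35% in either raw or pattern-adjusted values, limit read from the data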
Target sequence (P20594 whole entry, looked up): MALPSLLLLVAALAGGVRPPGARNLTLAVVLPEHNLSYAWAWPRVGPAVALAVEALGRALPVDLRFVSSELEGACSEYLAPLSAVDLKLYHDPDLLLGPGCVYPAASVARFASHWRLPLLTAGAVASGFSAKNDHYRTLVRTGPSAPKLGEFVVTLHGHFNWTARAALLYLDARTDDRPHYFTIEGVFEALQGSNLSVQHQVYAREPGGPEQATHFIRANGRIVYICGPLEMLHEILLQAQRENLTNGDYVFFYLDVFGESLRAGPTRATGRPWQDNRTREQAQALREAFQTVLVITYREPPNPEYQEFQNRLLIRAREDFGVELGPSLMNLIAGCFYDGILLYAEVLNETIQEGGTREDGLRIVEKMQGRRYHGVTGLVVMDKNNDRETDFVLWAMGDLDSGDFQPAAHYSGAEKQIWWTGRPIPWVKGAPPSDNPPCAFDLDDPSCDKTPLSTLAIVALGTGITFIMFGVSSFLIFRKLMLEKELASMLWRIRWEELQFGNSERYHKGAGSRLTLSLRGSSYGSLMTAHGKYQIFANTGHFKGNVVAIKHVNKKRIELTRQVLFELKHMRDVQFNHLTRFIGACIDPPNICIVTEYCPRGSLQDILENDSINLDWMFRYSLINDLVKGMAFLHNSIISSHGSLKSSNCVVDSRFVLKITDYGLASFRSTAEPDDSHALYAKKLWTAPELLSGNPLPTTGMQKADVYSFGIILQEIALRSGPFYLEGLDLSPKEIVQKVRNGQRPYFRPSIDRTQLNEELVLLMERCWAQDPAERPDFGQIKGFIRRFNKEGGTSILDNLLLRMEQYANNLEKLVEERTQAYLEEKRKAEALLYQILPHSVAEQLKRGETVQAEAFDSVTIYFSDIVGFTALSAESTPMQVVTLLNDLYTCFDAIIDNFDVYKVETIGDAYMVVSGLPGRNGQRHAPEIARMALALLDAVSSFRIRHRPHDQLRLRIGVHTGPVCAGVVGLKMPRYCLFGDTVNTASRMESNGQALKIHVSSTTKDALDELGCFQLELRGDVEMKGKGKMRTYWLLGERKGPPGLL
* marks the source's active call; other numbers are inactive results; nt = no result given.

Every second line gives: hgDAF12 agonist	ssDAF-12 act	sPLA2-III inh	DAX1 inh-1	hcDAF-12 act	proKLK7 act	SMARCA2 activ	NPR1 activator	DAX1 inh-2	GAA850 FXN act	GC-B act
CCC(C)(C)n1nnnc1C(c1cccs1)N1CCc2ccccc21 (stereo unspecified)
  0.7	-1.1	5	-0.5	-0.1	-0.2	-4	-11	-0.1	0.0	-8
CC(C)[C@H](NC(=O)NCc1ccc(Cl)cc1)C(=O)O
  -0.5	-0.9	0	-0.1	-0.8	-0.2	-1	2	-0.6	-0.2	3
COc1cc(/C=C/C(=O)OCC(=O)Nc2c(C)n(C)n(-c3ccccc3)c2=O)cc(OC)c1OC
  3.4	-1.2	0	0.7	-0.3	2.6	-3	3	-0.4	-0.2	-3
O=C(CNC(=O)c1cccs1)NCC(=O)OCc1ccc(Cl)cc1Cl
  -1.2	-1.8	-9	-0.9	-0.6	-0.1	1	4	0.6	4.2	-3
CSc1cccc(N2CC(C(=O)Nc3ccccc3N3CCCC3)CC2=O)c1 (stereo unspecified)
  2.5	-1.5	1	-0.3	-0.6	-0.8	3	2	0.3	0.6	2
CC(=O)c1ccc(S(=O)(=O)N2CCC(C(=O)Nc3ncc(C)s3)CC2)cc1
  0.3	-1.5	-2	-0.3	0.6	0.8	1	-7	-1.1	-0.8	1
CCOC(=O)N1CCN(CC(=O)Nc2cccc(Br)c2)CC1
  -0.7	-1.3	3	-0.1	-0.8	0.5	0	2	-0.5	-0.6	-3
O=C(Nc1ccc(Br)cn1)C1CCN(S(=O)(=O)c2cccs2)CC1
  -6.1	-2.4	1	-4.9	-3.0	0.2	-4	-6	-2.2	-2.8	-5
CCC(=O)Nc1cc(C(F)(F)F)ccc1N1CCOCC1
  -0.5	-1.3	8	0.6	-1.5	-0.2	-3	1	0.1	-2.9	2
Cc1ccccc1OCC(=O)OCC(=O)NCc1ccccc1
  5.7	-1.0	1	0.0	-0.6	0.1	6	-4	-0.2	0.7	-5
Cc1cc(N(C)C)c(C#N)c(NCc2ccccc2)n1
  -2.5	-1.0	5	-0.4	-2.7	-1.1	-2	4	-0.1	-0.5	11
CC1(C(=O)Nc2cccc(OC(F)(F)F)c2)Cc2c(-c3cccc(C(N)=O)c3)ccnc2O1 (stereo unspecified)
  -0.9	-1.7	-9	nt	0.4	-0.1	-2	-20	-0.8	-2.6	-13
CC(Nc1ccccc1)c1cc(Cl)ccc1O (stereo unspecified)
  -1.2	-0.9	-2	0.1	-0.2	0.3	-1	-6	-0.4	1.5	-3
Cc1c(C(=O)NN)sc(-c2ccccc2)c1C#N
  6.7	-1.2	14	nt	-0.7	0.1	1	-1	-0.8	-1.9	-6
CC(C)CC(c1nnnn1C(C)C)N1CCN(C(=O)c2ccco2)CC1 (stereo unspecified)
  1.1	-0.9	6	-0.3	-1.1	0.0	-1	1	-2.0	0.6	-7
Cc1cc(C(=O)Nc2cc(S(C)(=O)=O)ccc2Cl)no1
  0.2	-0.7	-4	-1.2	-2.7	0.5	-1	1	-0.2	-2.8	6
COc1cc(OC)cc(-c2cc3ccccc3c(=O)o2)c1
  0.9	-0.8	10	-1.4	0.2	-0.2	-1	-6	-0.7	1.8	-8
N#C/C(=C(/O)COC(=O)COc1ccc(Cl)cc1)c1nc2ccccc2[nH]1
  -6.7	-0.9	-10	-1.2	-0.4	-2.0	5	0	-0.7	2.4	-7
O=C1NC2(CCC3(CC2)OCCO3)NN1c1ccccc1
  4.7	-0.6	2	0.2	0.3	0.5	1	1	0.7	2.1	4
CCCn1nnc(NC(=O)c2cccc(OCc3ccccc3)c2)n1
  -0.1	-1.4	0	-0.6	-0.5	0.4	-2	1	-0.8	-1.6	-3
C[C@H](NC(=O)c1nc[nH]c1C(=O)NCc1ccccc1)C(=O)OCc1ccccc1
  -1.6	-1.6	-15	2.9	0.8	0.1	-1	6	0.2	-0.2	3
CC(=O)c1cccc(NC(=O)c2cc(S(=O)(=O)N3CCCCC3)ccc2N2CCOCC2)c1
  3.7	-1.5	1	1.4	-1.4	-0.1	0	-5	0.6	-3.3	-2
Cc1cccc(Nc2ncccc2C(=O)O)c1C
  1.7	-0.8	2	0.6	-1.4	0.2	-1	4	1.4	-0.1	2
Cc1noc(C)c1C(=O)Nc1sc(C)c(C)c1C#N
  -0.3	-1.4	6	0.0	-2.0	0.2	-3	1	-0.6	-0.1	7
O=C(/C=C/c1ccc(S(=O)(=O)NCc2ccco2)cc1)NCc1cccc(Cl)c1
  -2.9	-2.0	-28	-1.1	-1.7	-0.4	0	-6	-0.8	3.0	-2
CCNC(=O)CN1C(=O)NC(Cc2ccccc2)(Cc2ccccc2)C1=O
  -1.1	-1.1	-3	-0.5	-0.5	-0.1	-2	1	0.9	-1.8	4
COC(=O)C1=C(C)N(Cc2ccccc2)C(=NCCc2c[nH]c3ccccc23)N[C@H]1c1cccc(F)c1
  1.5	-0.5	-37	-0.1	2.2	0.4	-2	-10	-0.3	-4.5	-13
CCC1CCCCN1CCCNC(=O)CN1C(=O)COc2ccc(S(=O)(=O)N3CCOCC3)cc21 (stereo unspecified)
  -0.5	-0.6	-1	0.8	0.6	-0.1	-2	6	0.0	2.9	4
Cc1ccc(OCCNC(=O)c2ccccc2SCC(=O)N2CCCC2)cc1
  -1.0	-1.2	6	-0.1	-1.7	0.7	-3	5	-0.3	0.3	-3
Cn1cnc2c1c(=O)n(Cc1ccccc1)c(=O)n2C
  0.5	-1.2	11	-0.4	-0.8	-0.5	-1	8	0.3	2.0	6
O=C1c2ccncc2C(=O)N1C1CCCCC1
  3.9	-0.7	0	1.6	-0.2	0.2	-3	-4	1.0	-1.2	2
COC(=O)C1=C(C)Nc2ncnn2C1c1ccco1 (stereo unspecified)
  1.5	-0.8	3	-0.5	1.4	0.7	0	-1	0.2	1.8	-3
CC(=O)c1c(C(C)=O)c(C)n(-c2cccc3cccnc23)c1C
  -1.3	-1.7	2	0.4	-0.4	-0.6	-1	0	-0.3	2.5	-1
O=C(Nc1nc2ccccc2s1)c1cnccn1
  13*	0.7	9	0.9	7.5*	-0.4	4	-2	4.0*	1.1	5
COc1ccc(CCC(=O)Nc2cc([N+](=O)[O-])ccc2OC)cc1
  0.5	-1.1	-2	-1.1	-4.4	0.5	0	-4	-0.5	-0.2	-7
COc1cc(NC(=O)c2cc(-c3cccc(O)c3)on2)cc(OC)c1OC
  -4.7	-1.3	-29	-1.1	-1.6	-0.2	-3	0	-1.8	-2.8	-3
CCOc1ccc(C(=O)NCC(=O)N2CC=C(c3ccccc3)CC2)cc1OCC
  -1.1	-1.3	-5	-2.6	-2.8	-0.1	-1	1	-2.8	0.5	1
CCOC(=O)[C@@H]1[C@H]2COc3ccccc3[C@@H]2N2C(=O)N(c3ccc(C)cc3)C(=O)[C@@]12C
  2.3	-1.1	-3	1.3	-1.0	0.8	0	-1	-0.1	0.4	4
CSc1nc2ccc3nc(NC(=O)c4cccs4)sc3c2s1
  7.2	-0.9	-11	1.2	2.0	-1.0	6	0	0.5	-1.3	-2
COc1ccc(/C=N/NC(=O)c2nonc2C)cc1
  6.9	-0.8	7	2.3	1.1	-0.6	4	6	0.4	2.9	2
CCCOc1ccccc1C1CC(=O)NC(C)=C1C(=O)OCC(C)C (stereo unspecified)
  -0.8	-1.6	-8	-1.6	-0.7	0.5	0	-27	-1.0	1.3	-16
C=CCn1c(SCC(=O)c2c(N)n(C3CC3)c(=O)[nH]c2=O)nnc1-c1ccc(OC)cc1
  0.9	-0.2	6	0.0	0.7	0.0	3	1	1.2	2.4	2
COc1cc(OC)c(OC)cc1/C=N/Nc1ncnc2c1[nH]c1ccc(C)cc12
  -0.1	-0.6	4	3.1	-0.5	-1.0	1	13	0.1	5.2	12
Cc1nc2cc[nH]n2c(=O)c1CCc1ccccc1
  -1.7	-1.1	5	nt	-1.1	0.7	-5	-5	0.1	nt	0
COCCN(Cc1nc2ccccc2c(=O)[nH]1)C(=O)COc1ccccc1-c1ccccc1
  -5.9	-1.5	-26	-1.7	-2.5	0.4	2	-4	-2.2	-0.6	0
COC(=O)c1ccccc1N/C=C1\CCc2c(c(C)nn2-c2ccccn2)C1=O
  -2.1	-1.3	-4	-1.1	-1.5	-0.9	2	-3	-0.1	5.7	-8
Cc1ccc(SCc2nc3ccccc3n2CC(=O)Nc2c(C)cccc2C)cc1
  -1.6	-0.6	2	0.0	0.1	-0.3	0	-4	-0.8	-4.5	2
O=C(CCn1ccc2ccccc21)Nc1ccc(N2CCOCC2)cc1
  -1.1	-0.7	-15	0.3	-0.5	0.3	-2	2	-0.5	0.5	0
Clc1cccc(N2CCN(c3ncnc4nc[nH]c34)CC2)c1
  -0.5	-1.8	0	-0.6	-1.7	-0.6	1	6	0.4	0.1	6
Cc1noc(C)c1S(=O)(=O)N(C)C[C@H]1Oc2c(NC(=O)Nc3ccc4c(c3)OCO4)cccc2C(=O)N([C@H](C)CO)C[C@@H]1C
  0.9	-1.2	-3	0.6	-1.4	0.7	8.3*	5	1.0	-1.7	9
CC12CC(NC(=O)N1CCc1ccccc1)c1ccccc1O2 (stereo unspecified)
  -3.5	-1.2	-7	-0.3	-1.5	-0.5	-1	-5	-1.4	-2.1	-10
CC(=O)Nc1ccc(-c2ccnc3c2CC(C)(C(=O)Nc2ccc4c(c2)OCO4)O3)cc1 (stereo unspecified)
  0.3	-1.2	13	nt	-1.7	-0.3	-4	-8	-1.3	-5.3	0
C=CCC[C@@H](CCCCC)OC(=O)/C=C/[C@@H](O)[C@H](O)C[C@@H](O)CC=C
  -2.4	-1.6	-6	nt	-2.6	0.2	-4	2	-0.7	nt	-3
Cc1nc2ccc(NC(=O)c3ccc(C)c(S(=O)(=O)N4CCOCC4)c3)cc2s1
  -4.0	-2.0	0	-1.1	-2.9	0.4	0	3	-4.2	1.4	6
COc1ccc(NC(=S)N2CCC(Cc3ccccc3)CC2)cc1
  1.1	-0.1	7	1.1	1.8	-0.2	-2	0	0.5	1.0	1
O=Cc1nc(-c2ccc(Cl)cc2)n2ccccc12
  -0.4	-1.4	12	-0.7	-1.9	0.1	-1	-23	-0.6	1.3	-20
CCN(C(=O)CN1C(=O)S/C(=C\c2ccccc2OC)C1=O)C1CCS(=O)(=O)C1 (stereo unspecified)
  2.0	-0.6	-1	-0.2	-1.3	0.5	0	9	0.2	-0.6	2
COCCN(CCOC)C(=S)Nc1cc(S(=O)(=O)N(C)C)ccc1C
  0.9	-1.6	-2	-0.2	-1.4	-0.2	4	-1	-0.5	1.8	-4
